From PubChem BioAssay
PhoP GFP inhibition = Inhibition of PhoP regulon, Salmonella typhi GFP reporter cells, confirmation, 4 h (AID 1850); inhibition, % at 50 µM, or IC50 in µM where a hit was titrated; 310,000 compounds, 0.33% hits; Salmonella Typhi PhoP-promoter GFP reporter, fluorescence, 4 h; higher % means a stronger effect; in the data active means a potency from the dose series; inconclusive means inhibition mostly from about 25% at the one dose, without a potency; inactive means the rest, 99 in 100 with inhibition below about 19%;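 further: 0% = induced wells with vehicle and 100% = uninduced wells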
tuberculosis growth = growth inhibition of non-replicating M. tuberculosis (AID 488890) | Mycobacterium tuberculosis non-replicating, growth inhibition; higher % means a stronger effect | 320,000 compounds, 0.39% hits | inhibition, % at 25 µM; hits with a dose series show IC50 in µM; in the data active means a potency from the dose series; inconclusive means inhibition mostly from about 82% at the one dose, without a potency; inactive means the rest, 99 in 100 with inhibition below about 76%;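 further: plate controls were DMSO cells for no effect and high antibiotic wells for full effect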
inhibitors of VEEV = inhibitors of VEEV TC-83 cytopathic effect, confirmation, Vero cells (AID 588727); 350,000 compounds, 0.13% hits; Vero cells, VEEV TC-83 cytopathic effect inhibition; higher % means a stronger effect; inhibition, % at 20 µM, or IC50 in µM where a hit was titrated; in the data active means a potency from the dose series; inconclusive means inhibition mostly from about 14% at the one dose, without a potency; inactive means the rest, 99 in 100 with inhibition below about 12%; further: strong numbers were not always called active
H1N1 NS1A inhibition = H1N1 influenza NS1A inhibitors, functional cell based assay (AID 504329); NS1A functional cell-based assay, percent inhibition; higher % means a stronger effect; inhibition, % at 12.5 µM, or IC50 in µM where a hit was titrated; 340,000 compounds, 0.3% hits; in the data active means a potency from the dose series; inconclusive means inhibition above about 27% without an active follow-up result; further: strong numbers were not always called active
H37Rv inhibition = M. tuberculosis growth inhibition, HTS (AID 449762). one-dose inhibition, % at 25 µM; IC50 in µM for titrated hits. M. tuberculosis H37Rv growth inhibition, 7H9 media; higher % means a stronger effect. 330,000 compounds, 0.59% hits; in the data active means a potency from the dose series; inconclusive means inhibition above about 70% without an active follow-up result;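 further: bacterial growth assessed after seven days of incubation; strong numbers were not always called active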
inhibitors of VEEV 10K pilot screen = recorded beside inhibitors of VEEV, whose call it bears; inhibition, %; measured here: 10K pilot screen inhibition
* hit, by the source's call.

Screening CCC(c1nnnn1CS(=O)(=O)c1ccc(C)cc1)N1CCC(C(N)=O)CC1 (configuration not stated) returned PhoP GFP inhibition 5%, tuberculosis growth 8%, inhibitors of VEEV 0.8%, H1N1 NS1A inhibition -1% and H37Rv inhibition -3%.
For COc1ccc(CNCc2cccc(C)c2)cc1 the results were PhoP GFP inhibition 0%, tuberculosis growth 12%, inhibitors of VEEV 0.5%, H1N1 NS1A inhibition 1% and H37Rv inhibition -1%.
Screening COc1ccc(-c2cn3c(C)c(C(=O)Nc4cc(NC(C)=O)ccc4OC)sc3n2)cc1 returned PhoP GFP inhibition -8%, tuberculosis growth 12%, inhibitors of VEEV 0.3%, H1N1 NS1A inhibition 2% and H37Rv inhibition 6%.
`CN1C2CCC1CC(OC(=O)CCN1CCCC1)C2` (configuration not stated) gave PhoP GFP inhibition -1%, tuberculosis growth 3%, inhibitors of VEEV 1.8%, H1N1 NS1A inhibition -21% and H37Rv inhibition -3%.
For CCCCC(=O)NCCc1cc2c(C)ccc(C)c2[nH]c1=O the results were PhoP GFP inhibition -2%, inhibitors of VEEV 4.3%, H1N1 NS1A inhibition -2% and H37Rv inhibition -9%.
For Cn1c(Cn2c(=O)sc3ccccc32)nnc1SCC(=O)N1CCCc2ccccc21 the results were PhoP GFP inhibition -10%, tuberculosis growth 8%, inhibitors of VEEV 0.5%, H1N1 NS1A inhibition 0% and H37Rv inhibition -1%.
CSc1ccccc1OCc1cc(C(=O)N(C)C2CCCc3ccccc32)no1 (configuration not stated) was read as PhoP GFP inhibition 3%, tuberculosis growth 17%, inhibitors of VEEV 0.2%, H1N1 NS1A inhibition 7% and H37Rv inhibition 3%.
COc1ccc(CCNC(=O)C(C)SCC(=O)Nc2ccc(F)cc2)cc1 (configuration not stated) was read as tuberculosis growth 7%, inhibitors of VEEV 0.3%, H1N1 NS1A inhibition -8% and H37Rv inhibition -1%.
For CC(C)n1cc(CN2CCC(n3nccc3NC(=O)Cc3ccccc3)CC2)cn1 the results were PhoP GFP inhibition -11%, tuberculosis growth 10%, inhibitors of VEEV 0.7%, H1N1 NS1A inhibition -5% and H37Rv inhibition -2%.
For COc1cccc(N2CN(C3CCCCC3)CNC2=S)c1 the results were PhoP GFP inhibition 16%, tuberculosis growth 9%, inhibitors of VEEV 1.9%, H1N1 NS1A inhibition 9% and H37Rv inhibition -4%.
COCCNC(=O)CN1C(=O)CC(C)(C)S(=O)(=O)c2ccccc21 was read as PhoP GFP inhibition -6%, tuberculosis growth 6%, inhibitors of VEEV 0.1%, H1N1 NS1A inhibition 1% and H37Rv inhibition -6%.
COc1cccc(C(=O)COC(=O)C(C)N2C(=O)C3C4C=CC(C4)C3C2=O)c1 (configuration not stated) was read as PhoP GFP inhibition 7%, tuberculosis growth -10%, inhibitors of VEEV 1.7%, H1N1 NS1A inhibition -1% and H37Rv inhibition -3%.

Part of the list above in order of molar mass, lowest first.
For COc1ccc(CNCc2cccc(C)c2)cc1 the results were PhoP GFP inhibition 0%, tuberculosis growth 12%, inhibitors of VEEV 0.5%, H1N1 NS1A inhibition 1% and H37Rv inhibition -1%.
For COc1cccc(N2CN(C3CCCCC3)CNC2=S)c1 the results were PhoP GFP inhibition 16%, tuberculosis growth 9%, inhibitors of VEEV 1.9%, H1N1 NS1A inhibition 9% and H37Rv inhibition -4%.
For CC(C)n1cc(CN2CCC(n3nccc3NC(=O)Cc3ccccc3)CC2)cn1 the results were PhoP GFP inhibition -11%, tuberculosis growth 10%, inhibitors of VEEV 0.7%, H1N1 NS1A inhibition -5% and H37Rv inhibition -2%.

Next records follow:
O=C(O)c1ccc2c(c1)C(=O)N(c1nccs1)C2=O was read as PhoP GFP inhibition -10%, tuberculosis growth 0%, inhibitors of VEEV 1.4%, H1N1 NS1A inhibition -12% and H37Rv inhibition 0%.
O=C(CN1CCCCCC1)NCc1ccccc1 was read as PhoP GFP inhibition 8%, tuberculosis growth -9%, inhibitors of VEEV 0.4%, H1N1 NS1A inhibition -3% and H37Rv inhibition 0%.
For Cc1ccc(C2=NN(C(=O)CCC(=O)O)C(c3cn(-c4ccccc4)nc3-c3ccc(C)cc3)C2)cc1 (configuration not stated) the results were PhoP GFP inhibition -12%, tuberculosis growth 21%, inhibitors of VEEV 1.6%, H1N1 NS1A inhibition -3% and H37Rv inhibition 5%.
Cc1nnc(SCC(=O)N2CCCCCC2)n(N)c1=O was read as PhoP GFP inhibition -2%, tuberculosis growth 3%, inhibitors of VEEV inactive, H1N1 NS1A inhibition -12% and H37Rv inhibition 3%.
`CC(C)C[C@H](NC(=O)c1nc[nH]c1C(=O)NCc1ccccc1)C(=O)OCc1ccccc1` gave PhoP GFP inhibition -5%, tuberculosis growth 41%, inhibitors of VEEV 0.1%, H1N1 NS1A inhibition -15% and H37Rv inhibition 1%.
For O=C(Nc1ccc(N2CCCC2)c(Cl)c1)c1ccccc1[N+](=O)[O-] the results were PhoP GFP inhibition -5%, tuberculosis growth 22%, inhibitors of VEEV 0.7%, H1N1 NS1A inhibition -11% and H37Rv inhibition 1%.
For COc1ccccc1NC(=O)N1CCC(c2nc3ccccc3o2)CC1 the results were PhoP GFP inhibition -3%, tuberculosis growth 3%, inhibitors of VEEV 0.5%, H1N1 NS1A inhibition 1% and H37Rv inhibition inconclusive.
COc1ccc(CN2CCNC(=O)C2CC(=O)NCc2ccc(C)s2)c(OC)c1 (configuration not stated) was read as PhoP GFP inhibition -10%, tuberculosis growth 15%, inhibitors of VEEV 0.9%, H1N1 NS1A inhibition -5% and H37Rv inhibition 3%.
`Cc1c(C(=O)OC(C)C(=O)N(C)Cc2ccccc2)oc2ccccc12` (configuration not stated) gave tuberculosis growth 14%, inhibitors of VEEV 6.2%, H1N1 NS1A inhibition -5% and H37Rv inhibition -6%.
For CCC(=O)NC(c1cccc([N+](=O)[O-])c1)c1c(O)ccc2ccccc12 (configuration not stated) the results were PhoP GFP inhibition 2%, tuberculosis growth -7%, inhibitors of VEEV inactive and H37Rv inhibition -5%.
`COc1ccc(C(C)(C)C)cc1S(=O)(=O)N1CCN(C)CC1` gave PhoP GFP inhibition 15%, tuberculosis growth 7%, inhibitors of VEEV 7.3%, H1N1 NS1A inhibition -4% and H37Rv inhibition 0%.
For CCC1CCCCN1C(=O)COc1ccc(S(=O)(=O)N2CCOCC2)cc1Cl (configuration not stated) the results were tuberculosis growth 3%, inhibitors of VEEV 1.6%, H1N1 NS1A inhibition -12% and H37Rv inhibition -2%.

Molecules from the list above with an aryl thioether with sulfur outside any ring:
For Cn1c(Cn2c(=O)sc3ccccc32)nnc1SCC(=O)N1CCCc2ccccc21 the results were PhoP GFP inhibition -10%, tuberculosis growth 8%, inhibitors of VEEV 0.5%, H1N1 NS1A inhibition 0% and H37Rv inhibition -1%.
CSc1ccccc1OCc1cc(C(=O)N(C)C2CCCc3ccccc32)no1 (configuration not stated) was read as PhoP GFP inhibition 3%, tuberculosis growth 17%, inhibitors of VEEV 0.2%, H1N1 NS1A inhibition 7% and H37Rv inhibition 3%.
Cc1nnc(SCC(=O)N2CCCCCC2)n(N)c1=O was read as PhoP GFP inhibition -2%, tuberculosis growth 3%, inhibitors of VEEV inactive, H1N1 NS1A inhibition -12% and H37Rv inhibition 3%.

Carrying on.
`Cc1sc2nc(SCC(=O)c3cccs3)n(Cc3ccco3)c(=O)c2c1C` gave PhoP GFP inhibition -7%, tuberculosis growth 18%, inhibitors of VEEV 0.8%, H1N1 NS1A inhibition 0% and H37Rv inhibition 1%.
`Cn1ccnc1COc1ccc(C=O)cc1` gave PhoP GFP inhibition 2%, tuberculosis growth 4%, inhibitors of VEEV 0.6%, H1N1 NS1A inhibition -8% and H37Rv inhibition -5%.
CCOC(=O)c1ccc(S(=O)(=O)NCCN(CC)CC)cc1 was read as PhoP GFP inhibition -4%, tuberculosis growth 0%, inhibitors of VEEV inactive, H1N1 NS1A inhibition 8% and H37Rv inhibition -1%.
Screening Cn1c(=O)c2c(nc(CN3CCN(c4ccccc4F)CC3)n2CCN2CCOCC2)n(C)c1=O returned PhoP GFP inhibition -1%, tuberculosis growth -2%, inhibitors of VEEV inactive, H1N1 NS1A inhibition 0% and H37Rv inhibition -6%.
Screening COc1c(C)cc(S(=O)(=O)N2CCCC2)c(C)c1C returned PhoP GFP inhibition 0%, inhibitors of VEEV inactive, H1N1 NS1A inhibition 16% and inhibitors of VEEV 10K pilot screen 2.3.
For Cc1[nH]c2ccccc2c1C(=O)CN1CCCCC1CCO (configuration not stated) the results were PhoP GFP inhibition -4%, tuberculosis growth 17%, inhibitors of VEEV 0.6%, H1N1 NS1A inhibition 7% and H37Rv inhibition -9%.
`CC1=NN(C(=O)c2ccc(C)o2)C(O)(c2ccccc2)C1` (configuration not stated) gave PhoP GFP inhibition -5%, tuberculosis growth 3.1µM*, inhibitors of VEEV 0.2%, H1N1 NS1A inhibition -7%, H37Rv inhibition 6% and inhibitors of VEEV 10K pilot screen 0.5.
For NC(=O)C1CN(C(=O)c2cccc(S(=O)(=O)N3CCc4ccccc43)c2)c2ccccc2O1 (configuration not stated) the results were tuberculosis growth 24%, inhibitors of VEEV 0.3%, H1N1 NS1A inhibition 4% and H37Rv inhibition -1%.
Screening COCC1CCCCN1C(=O)c1ccc2oc(CCc3ccccc3)nc2c1 (configuration not stated) returned PhoP GFP inhibition 2%, tuberculosis growth 12%, inhibitors of VEEV 6.7%, H1N1 NS1A inhibition -3% and H37Rv inhibition 3%.
Screening Cc1cccc(/C=C/c2onc(C)c2S(=O)(=O)N2CCC(C(=O)NC(C)C)CC2)c1 returned PhoP GFP inhibition -11%, tuberculosis growth 7%, inhibitors of VEEV 1.1%, H1N1 NS1A inhibition 1% and H37Rv inhibition -10%.
C[C@@]12CCC=C[C@H]1[C@H](c1ccc(F)c(/C=C/c3ccccc3)c1)N(Cc1ccccc1)C2=O was read as PhoP GFP inhibition -8%, tuberculosis growth 2%, inhibitors of VEEV 0.1%, H1N1 NS1A inhibition 16% and H37Rv inhibition 3%.
`CC(NC(=O)COC(=O)c1cc([N+](=O)[O-])ccc1N1CCOCC1)c1ccc(F)cc1` (configuration not stated) gave PhoP GFP inhibition -1%, tuberculosis growth 9%, inhibitors of VEEV 6.1%, H1N1 NS1A inhibition -1% and H37Rv inhibition 2%.
COc1ccc(CCNC(=O)COc2ccc([N+](=O)[O-])cc2)cc1 was read as PhoP GFP inhibition -6%, tuberculosis growth 13%, inhibitors of VEEV 0.3%, H1N1 NS1A inhibition 2% and H37Rv inhibition 0%.
`CCC(C)(C)n1nnnc1CN1CCN(c2nc3ccc(C)cc3cc2C#N)CC1` gave PhoP GFP inhibition -1%, tuberculosis growth -3%, inhibitors of VEEV 6.5%, H1N1 NS1A inhibition -2% and H37Rv inhibition -8%.
For CC(C)C[C@H](NC(=O)c1[nH]cnc1C(=O)N[C@@H](C)C(=O)OC(C)(C)C)C(=O)OC(C)(C)C the results were PhoP GFP inhibition 1%, tuberculosis growth 69%, inhibitors of VEEV 0.2%, H1N1 NS1A inhibition -4% and H37Rv inhibition 4%.
For O=C(CN1C(=O)NC2(CCCC2)C1=O)Nc1ccc(Cl)c(C(F)(F)F)c1 the results were PhoP GFP inhibition 6%, tuberculosis growth 6%, inhibitors of VEEV inactive, H1N1 NS1A inhibition 7% and H37Rv inhibition 7%.
Screening CSc1ccc(Cl)c(C(=O)OCC(=O)N2CCOCC2)c1 returned PhoP GFP inhibition -7%, tuberculosis growth 7%, inhibitors of VEEV inconclusive, H1N1 NS1A inhibition -18% and H37Rv inhibition -2%.
Screening O=C(CCCCn1ccc(=O)[nH]c1=O)Nc1ccc(C(=O)O)c(O)c1 returned inhibitors of VEEV 1.0% and H1N1 NS1A inhibition -23%.
Screening O=C(CCN1C(=O)/C(=C\c2ccccc2)SC1=S)Nc1ccc(C(=O)O)cc1 returned PhoP GFP inhibition -2%, tuberculosis growth 8%, inhibitors of VEEV 1.0%, H1N1 NS1A inhibition 5% and H37Rv inhibition 6%.
O=C(CN1CCN(c2ccc(F)cc2)CC1)c1ccc(O)cc1O was read as PhoP GFP inhibition 4%, tuberculosis growth -5%, inhibitors of VEEV 3.8%, H1N1 NS1A inhibition 6% and H37Rv inhibition 2%.
Screening Cc1ccccc1NS(=O)(=O)c1cc(C(=O)NCCSC2CCCCC2)ccc1C returned PhoP GFP inhibition 10%, tuberculosis growth 39%, inhibitors of VEEV inactive, H1N1 NS1A inhibition 10% and H37Rv inhibition -2%.
For COCCN1CCN(Cc2cn(C)nc2-c2ccc(Oc3ccccc3)cc2)CC1 the results were PhoP GFP inhibition 4%, tuberculosis growth 22%, inhibitors of VEEV 0.2%, H1N1 NS1A inhibition 2% and H37Rv inhibition 8%.
